Compound activity: PubChem BioAssay, National Center for Advancing Translational Sciences (NCATS)
RXFP1 antag = qHTS Assay for Antagonists of the Relaxin Receptor RXFP1; actives 0.59% (n = 350,000); Relaxin receptor 1 (Homo sapiens), Q9HBX9; HEK293-RXFP1, relaxin-stimulated cAMP HTRF, 30 min; active compounds read low; activity change, negative = inhibition, % at 57.5 µM;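 active means activity change of -60% or lower, but not beyond a set lower limit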; further: on the % scale 0 is the no-effect control and ±100 the full control effect
Target sequence (Q9HBX9 whole entry, looked up): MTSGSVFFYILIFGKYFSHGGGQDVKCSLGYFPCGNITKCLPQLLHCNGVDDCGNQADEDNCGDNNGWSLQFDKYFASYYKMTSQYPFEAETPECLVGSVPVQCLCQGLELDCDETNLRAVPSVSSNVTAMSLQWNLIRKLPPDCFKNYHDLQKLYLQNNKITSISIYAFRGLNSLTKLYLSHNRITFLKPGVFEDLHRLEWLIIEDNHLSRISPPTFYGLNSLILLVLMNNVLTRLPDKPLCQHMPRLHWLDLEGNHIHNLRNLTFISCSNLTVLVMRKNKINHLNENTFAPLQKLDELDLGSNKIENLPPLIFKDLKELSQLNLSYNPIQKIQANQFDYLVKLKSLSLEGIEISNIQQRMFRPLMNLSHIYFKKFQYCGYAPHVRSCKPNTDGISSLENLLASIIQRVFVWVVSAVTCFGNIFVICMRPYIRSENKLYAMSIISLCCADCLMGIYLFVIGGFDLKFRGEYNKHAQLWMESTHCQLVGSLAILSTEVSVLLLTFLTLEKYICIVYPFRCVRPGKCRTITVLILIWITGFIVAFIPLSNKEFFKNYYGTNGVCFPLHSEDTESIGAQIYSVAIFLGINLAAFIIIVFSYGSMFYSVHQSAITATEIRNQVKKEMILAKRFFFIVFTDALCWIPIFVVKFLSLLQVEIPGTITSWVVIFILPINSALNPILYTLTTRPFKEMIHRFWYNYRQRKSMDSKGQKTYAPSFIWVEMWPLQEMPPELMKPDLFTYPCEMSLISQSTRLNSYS
TRHR enhancer = qHTS for Small Molecule Agonists and Allosteric Enhancers of Human TRH Receptor: Primary Screen for Enhancers; enhancement, % at 2 µM; TRHR cells, fluo-8 calcium fluorescence, EC20 TRH enhancement; Thyrotropin-releasing hormone receptor (Homo sapiens), P34981; AID 493056, 2011; actives 0.66% (n = 360,000); in the data active means enhancement above about 30%; further: 0% is about no effect
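TRHR-expressing cells loaded with fluo-8 calcium dye were read kinetically (ex 480/em 530) during compound addition, then stimulated with an EC20 of TRH (10 nM final). Enhancement of the Gq-mediated intracellular calcium response was scored.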
D1 antag = Antagonist of Human D 1 Dopamine Receptor: qHTS; D(1A) dopamine receptor (Homo sapiens), P21728; HEK293 TREx D1 cells, calcium flux, dopamine EC80; active compounds read low; activity change, negative = inhibition, % at 10 µM; actives 3.2% (n = 360,000); AID 504652, 2011; in the data active means activity change below about -30%; further: on the % scale 0 is the no-effect control and ±100 the full control effect
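Cells carrying a force-coupled, tetracycline-inducible human D1 receptor report calcium flux. Each well gets a 10 s baseline, compound with 180 s monitoring, then an EC80 dopamine stimulus with a second 180 s kinetic read.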
D2 antag = HTS Assay for Allosteric Antagonists of the Human D2 Dopamine Receptor: Primary Screen for Antagonists. D(2) dopamine receptor (Homo sapiens), P14416. HEK293 TREx D2 cells, calcium flux, dopamine EC80. inhibition, % at 10 µM. actives 2% (n = 340,000). AID 485344, 2010; in the data active means inhibition above about 30%; further: 0% is about no effect
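Measurement of antagonist activity uses fluorescent calcium dye in inducible HEK293 T-REx D2 cells: 10 s baseline, compound addition with 180 s read, EC80 dopamine addition with a further 180 s read.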
D1 ag = Allosteric Agonists of the Human D1 Dopamine Receptor: qHTS; D(1A) dopamine receptor (Homo sapiens), P21728; HEK293 T-REx D1 cells, calcium flux, agonist mode; activation, % at 2 µM; actives 1% (n = 360,000); AID 504660, 2011; further: 0% is about no effect
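Agonism was scored from calcium flux recorded over 180 s (1 read/s) after pintool compound addition, following a 10-cycle baseline. Cells were inducible force-coupled HEK293 TREx D1, plated overnight at 30 C and loaded with no-wash calcium dye.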
D1 potentiator = Potentiators of Human D1 Dopamine Receptor: qHTS; HEK293 TREx D1 cells, calcium flux, dopamine EC20 potentiation; AID 504651, 2011; D(1A) dopamine receptor (Homo sapiens), P21728; actives 0.036% (n = 360,000); potentiation, % at 10 µM; in the data active means potentiation above about 30%; further: 0% is about no effect
D2 PAM = HTS Assay for Positive Allosteric Modulators of the Human D2 Dopamine Receptor: Primary Screen for Potentiators. D(2) dopamine receptor (Homo sapiens), P14416. HEK293 T-REx D2, calcium flux, EC20 dopamine potentiation. potentiation, % at 10 µM. actives 0.34% (n = 340,000);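 active means potentiation over 3 SD above the plate norm, cut at about 30% in these data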; further: 0% is about no effect
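Potentiation of an EC20 dopamine calcium response is measured in a force-coupled, tetracycline-inducible Hek293 Trex D2 line. Compound-only kinetic reads over 180 s flag agonists before dopamine addition.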
D2 ag = HTS Assay for Allosteric Agonists of the Human D2 Dopamine Receptor: Primary Screen for Agonists. D(2) dopamine receptor (Homo sapiens), P14416. HEK293 T-REx D2 cells, calcium flux agonist mode. activation, % at 2 µM. actives 0.53% (n = 340,000). AID 485358, 2010;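 active means activation over 3 SD above normal in the single-dose calcium agonist read, cut at about 30% in these data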; further: 0% is about no effect
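Agonism scored from kinetic calcium signal (1 read/sec, 180 s) following compound pin transfer, after a 10 s baseline. Cells: HEK293 Trex line expressing inducible D2 receptor coupled to calcium, dye-loaded after overnight culture at 30 C.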
TRHR ag = qHTS for Small Molecule Agonists and Allosteric Enhancers of Human TRH Receptor: Primary Screen for Agonists; Thyrotropin-releasing hormone receptor (Homo sapiens), P34981; TRHR cells, calcium flux fluo-8, FDSS agonist mode; activation, % at 2 µM; actives 0.18% (n = 360,000); AID 493084, 2011; further: 0% is about no effect
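In this calcium-flux screen, cells bearing human TRHR are dye-loaded with fluo-8, baselined for 10 cycles, then exposed to library compounds; positive kinetic calcium responses during the agonist phase mark hits, with TRH as control.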
* marks the source's active call; other numbers are inactive results; nt = not tested or not shown. Unless noted, no stated cut-off is given here; in the data, active means activation above about 30%; inactive means the rest. The order is random. About 7.1% of those tested had a hit in this group.

item	canonical_smiles	RXFP1 antag	TRHR enhancer	D1 antag	D2 antag	D1 ag
1	Cc1ccccc1OC(C)C(=O)N1CCC(Cc2ccccc2)CC1 (stereo not drawn)	-13.2	-4.7	-46.8*	-0.5	13.1
2	Cc1ccccc1N1CCN(S(=O)(=O)c2ccc3ccccc3c2)CC1	-3.8	-5.3	11.9	nt	12.7
3	CCC(CC)c1nnc(NC(=O)C2CSC3(C)CCC(=O)N23)s1 (stereo not drawn)	-7.3	4.2	8.1	22.6	0.9
4	Cc1n[nH]c(=S)n(/N=C/c2cccs2)c1=O	-5.9	-1.5	-0.4	-10.9	0.5
5	COc1ccc(CC(=O)OCC(=O)Nc2ccc3c(c2)OCO3)cc1OC	-17.9	-0.1	-7.4	12.1	3.1
6	CCOc1ccc(CN(C)C(=O)c2cccnc2OCC)cc1OC	-13.5	27.4	4.6	-1.9	1.9
7	COc1cc(/C=C2\C(=N)N3N=CSC3=NC2=O)ccc1OS(=O)(=O)c1ccccc1[N+](=O)[O-]	2.8	-3.6	-30.0*	-16.3	3.8
8	CC(=O)c1cn(Cc2ccccc2)c(=O)n(Cc2ccc(F)cc2)c1=O	-16.5	1.2	-0.8	-4.9	5.7
9	O=C(COc1ccc(Cl)cc1)NCCCNC(=O)c1cnccn1	-7.9	2.6	4.0	6.5	0.4
10	C/C(=N\NC(=O)CCCOc1ccc(Cl)cc1C)c1ccc(C)o1	-6.9	12.4	6.9	-2.3	2.1
11	CC(C)Oc1ccc(C2C(C(=O)c3ccco3)=C(O)C(=O)N2Cc2cccnc2)cc1 (stereo not drawn)	6.1	8.4	9.5	2.0	1.2
12	CCc1nc2ccccc2c(C(=O)OCC(=O)N(CCOC)c2c(N)n(Cc3ccccc3)c(=O)[nH]c2=O)c1C	-25.1	3.5	-1.3	-11.2	0.0
13	COC(=O)Cc1c(C)c2ccc(OC3CCCCC3=O)cc2oc1=O (stereo not drawn)	-12.7	3.3	-6.4	2.2	1.3
14	CCOc1ccc(S(=O)(=O)NCc2ccco2)c2ccccc12	-9.2	4.5	-4.6	-17.5	2.2
15	O=C(NCc1ccccn1)Nc1ccc(Cl)cc1Cl	-5.4	-2.1	-5.4	4.2	0.8

item	D1 potentiator	D2 PAM	D2 ag	TRHR ag
1	-1.9	-2.1	-0.3	-0.4
2	-2.6	nt	nt	1.5
3	-2.6	0.3	0.6	0.5
4	-9.6	-5.7	0.8	0.6
5	0.3	2.8	-0.5	0.1
6	5.1	1.8	1.8	0.4
7	-3.0	4.9	-1.9	0.0
8	-2.9	5.7	0.0	0.4
9	-1.9	12.1	1.0	0.1
10	-2.9	0.4	-0.1	-0.3
11	-9.6	0.2	0.1	-0.1
12	-5.2	-1.0	0.7	0.2
13	-8.1	-4.9	1.8	0.2
14	-1.4	3.0	-2.0	-1.0
15	5.2	0.4	-1.1	-0.8

Taken from above.
In RXFP1 antag, cpd 11 has 6.1
In RXFP1 antag, cpd 15 has -5.4

Back to the main list, repeating the three entries before the break.
item	canonical_smiles	RXFP1 antag	TRHR enhancer	D1 antag	D2 antag	D1 ag
13	COC(=O)Cc1c(C)c2ccc(OC3CCCCC3=O)cc2oc1=O (stereo not drawn)	-12.7	3.3	-6.4	2.2	1.3
14	CCOc1ccc(S(=O)(=O)NCc2ccco2)c2ccccc12	-9.2	4.5	-4.6	-17.5	2.2
15	O=C(NCc1ccccn1)Nc1ccc(Cl)cc1Cl	-5.4	-2.1	-5.4	4.2	0.8
16	Cc1ccc(NC2=NCC(=O)N2Cc2ccc3c(c2)OCO3)cc1	-20.4	8.4	-12.8	-11.6	0.5
17	O=C(NO)c1ccccc1C(F)(F)F	16.2	1.0	2.1	-6.7	5.3
18	COc1ccc(-c2nc3c(c(SCC(=O)N4CCCCC4)n2)Cc2cc(Cl)ccc2O3)cc1	-5.5	-2.4	-13.3	nt	1.4
19	CCOC(=O)C1CCCCN1Cc1ccc(OC)c(OC)c1OC (stereo not drawn)	-13.1	1.3	-10.5	-4.0	3.6
20	CN(C)C(CNC(=O)c1cc(S(=O)(=O)N(C)Cc2ccccc2)ccc1Cl)c1ccco1 (stereo not drawn)	3.2	11.1	-11.3	-9.1	8.4
21	O=c1c2ccccc2n2c(=S)[nH]nc2n1-c1ccccc1	-7.2	-0.8	5.2	13.7	0.7
22	Cc1csc(NC(=O)c2sccc2C)n1	1.7	3.4	11.6	-23.8	1.4
23	Cc1occc1-c1nnc(-c2cc([N+](=O)[O-])cc([N+](=O)[O-])c2)o1	3.3	-6.9	18.2	1.3	-0.5
24	O=C(Nc1cc(F)ccc1F)c1ccc(-n2cncn2)c([N+](=O)[O-])c1	1.0	-7.0	-10.3	6.4	4.4
25	O=C(CCc1ccccc1O)N/N=C/c1ccc(Sc2cccc3cccnc23)o1	-22.6	-5.9	-12.8	-10.2	2.5
26	COc1ccccc1NC(C)C(=O)N/N=C/c1ccccc1OCc1cccc(Br)c1 (stereo not drawn)	-35.4	3.4	12.1	-0.7	1.7
27	COc1ccccc1C(=O)Nc1nnc(S(=O)(=O)N(C)c2ccc(Cl)cc2)s1	-2.6	1.1	-3.4	nt	7.3
28	O=C(NC1CCCCCC1)C1c2ccccc2C(=O)N1Cc1ccc(F)cc1 (stereo not drawn)	2.2	5.4	-0.7	nt	-1.3
29	CC(=O)Nc1ccc(Nc2c3c4c(cccc4n(C)c2=O)C(=O)c2ccccc2-3)cc1	5.9	-6.4	17.9	3.1	13.3
30	Cc1ccc(OCCn2ccnc2)c(C)c1	-6.4	6.2	13.6	3.2	1.6

item	D1 potentiator	D2 PAM	D2 ag	TRHR ag
13	-8.1	-4.9	1.8	0.2
14	-1.4	3.0	-2.0	-1.0
15	5.2	0.4	-1.1	-0.8
16	0.3	6.3	-0.1	-0.6
17	1.1	5.8	-0.1	-1.0
18	-4.0	-4.8	0.2	0.5
19	-0.1	-4.7	0.2	0.5
20	-5.8	-9.0	0.2	-0.3
21	-5.8	5.0	-0.2	-0.1
22	-7.3	17.1	-0.8	-1.4
23	-1.9	5.5	0.2	-1.7
24	-3.0	-10.4	1.2	2.2
25	0.0	-2.8	5.6	-0.1
26	-3.8	6.7	-0.3	0.0
27	-2.1	3.1	1.1	0.0
28	-0.1	-1.7	-0.2	-1.4
29	14.6	13.6	8.5	5.0
30	-3.8	5.8	0.7	-0.4

The last two compounds of the section above come first, to join the parts.
item	canonical_smiles	RXFP1 antag	TRHR enhancer	D1 antag	D2 antag	D1 ag
29	CC(=O)Nc1ccc(Nc2c3c4c(cccc4n(C)c2=O)C(=O)c2ccccc2-3)cc1	5.9	-6.4	17.9	3.1	13.3
30	Cc1ccc(OCCn2ccnc2)c(C)c1	-6.4	6.2	13.6	3.2	1.6
31	CSc1cccc(NC(=O)C2CCN(C(=O)c3ccccc3C)CC2)c1	-3.3	16.3	3.9	-5.3	2.5
32	Cc1oc(-c2ccccc2F)nc1CS(=O)(=O)CC(=O)NC1CCCC1	0.6	-2.6	6.3	nt	-2.8
33	CCOC(=O)C1=C(COC(=O)COc2cc(C)ccc2C)NC(=O)NC1C (stereo not drawn)	-16.9	-5.9	-3.7	-11.4	0.0
34	O=C(COC(=O)c1ccc2c(c1)OCO2)Nc1ccccc1F	5.6	0.2	6.1	14.5	1.4
35	CCn1cc(Br)c(-c2nc3ccccc3c(=O)n2N)n1	1.9	-3.5	-2.9	6.3	0.9
36	CC(C)n1cc(CN2CCCC(C(=O)Nc3ccccc3Oc3cccnc3)C2)cn1 (stereo not drawn)	0.4	-3.4	4.2	13.9	1.4
37	COc1ccc(CCNC(=O)Cn2c(=O)cnc3ccccc32)cc1	-16.7	5.7	-27.2	-4.5	4.1
38	O=[N+]([O-])c1cccc(C(=Nc2ccccc2Cl)NO)c1	36.7	-0.1	-21.2	-19.5	0.7
39	N#Cc1nc(COc2ccc(F)cc2)oc1N1CCN(Cc2ccccc2)CC1	-7.6	0.7	0.9	-5.3	2.0
40	O=C(Cc1cccs1)N1CCN=C1SCc1ccc(F)cc1	-13.7	9.3	3.2	2.2	-0.4
41	O=C(N/C(=C\c1cccs1)C(=O)N1CCOCC1)c1cccs1	10.6	-3.5	-8.9	-6.0	0.9
42	Nc1ccc(C(=O)N/N=C/c2cn(Cc3ccccc3)c3ccccc23)cc1	-37.0	2.5	10.1	-5.2	0.9
43	COc1ccccc1NC(=O)C(CC(C)C)NC(=O)C1CCCCC1 (stereo not drawn)	1.0	-7.7	-6.0	-1.2	1.0
44	Cc1cccn2c(CN(C)CC3Cc4ccccc4O3)c(C(=O)N3CCCCC3)nc12 (stereo not drawn)	1.9	-2.2	1.4	-7.6	1.4
45	CC(c1ccccc1)N1C(=O)NC(NC(=O)c2cccnc2)(C(F)(F)F)C1=O (stereo not drawn)	8.3	-0.2	9.6	18.2	1.0
46	COc1cc(S(=O)(=O)N2CCCCC2)c(OC)cc1Br	-6.4	1.5	1.4	-2.9	0.2
47	COC(=O)c1cccc(CSc2nc(-c3ccccc3)c(C#N)c(=O)[nH]2)c1	-7.7	-9.3	-6.0	6.8	5.4
48	CCN1C(=O)C2(c3ccccc31)c1c(oc3ccc(F)cc3c1=O)C(=O)N2CCCOC (stereo not drawn)	nt	2.9	2.1	nt	0.2

item	D1 potentiator	D2 PAM	D2 ag	TRHR ag
29	14.6	13.6	8.5	5.0
30	-3.8	5.8	0.7	-0.4
31	8.2	-13.9	-1.3	-0.2
32	-2.9	nt	nt	-0.8
33	5.2	11.4	-0.3	0.4
34	-8.3	0.6	0.9	0.1
35	-4.7	8.9	-0.5	0.1
36	9.1	-4.2	0.1	-0.6
37	-9.4	9.8	1.0	-0.3
38	-6.2	12.1	-0.5	0.0
39	0.6	-4.0	0.8	0.4
40	-2.8	1.9	0.3	-0.5
41	-9.2	9.2	1.3	0.9
42	6.5	-3.6	0.7	0.2
43	-2.5	-7.9	0.5	0.0
44	-4.0	6.0	0.9	0.1
45	-2.9	10.8	-1.9	2.4
46	6.0	1.9	0.3	-0.8
47	-1.9	6.3	0.2	-1.7
48	0.5	0.5	nt	0.0
